RAD52 anneal inh – blocks human RAD52 DNA annealing; P43351; recombinant RAD52 DNA annealing, FRET fluorescence; inhibition, % at 18.7 µM; hit rate 0.46% among 360,000;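 active = every replicate showing at least 50% inhibition; inconclusive = mean inhibition at least 50% but not in every replicate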
RAD54 branch – inhibitors of human RAD54 branch migration; Q92698; RAD54 Holliday junction branch migration, FAM/BHQ fluorescence; inhibition, % at 10.4 µM; hit rate 0.14% among 360,000;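 active = mean normalized replicate activity at least 40 and at least half of replicates scoring 40 or more; inconclusive = only one of the two criteria met; inactive = mean below 40 and under half of replicates reaching 40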;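 note: 0% = median of neutral control wells and 100% = median of positive control wells; inhibitors cause a drop in the FAM fluorescence signal; in these data hits start at about 50%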
esBAF inh – SWI/SNF esBAF complex inhibition | AID 602393 | reporter increase, % at 12.5 µM | hit rate 2% among 350,000 | mouse ES cells, Bmi1-luciferase knock-in reporter, 24 h; 100% = twice the neutral-well signal; in the data active = activation above about 40%; inconclusive = no clear call, values can overlap the other calls;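 note: 0% = median of the plate's neutral control wells and 100% = double that signal; a rise in the Bmi1 reporter signal indicates esBAF inhibition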
ERAP1 inh – inhibitors of human ERAP1 aminopeptidase; Q9NZ08; recombinant ERAP1, Leu-AMC fluorescence, 60 min; inhibition, % at 10.7 µM; hit rate 0.15% among 340,000; AID 652197;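 active = mean replicate inhibition of at least 30%, or all replicates individually reaching that 30% level; inactive = mean below 30% and not every replicate reaching it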;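 note: 0% = neutral control wells and 100% = L-leucinethiol positive control wells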
ERp5 inh – blocks human ERp5 reductase activity on insulin; Q15084; AID 651711; hit rate 0.05% among 350,000; ERp5 insulin aggregation, absorbance 650 nm, 90 min; inhibition, % at 9.99 µM;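 active = mean replicate inhibition above about 25%, with every replicate also reaching it, limit read from the data, passing the limit was not always enough; inconclusive = only one of those two criteria met; inactive = neither criterion met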
E-sel inducer – induces E-selectin expression in human endothelial cells. hit rate 0.37% among 260,000. HUVEC E-selectin immunofluorescence imaging; normalized: neutral wells 0, TNF-alpha wells 100. P16581. activation, % at 7.58 µM;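 active = mean E-selectin-positive cell signal at least 10% of the positive control, reached in at least 60% of replicates, without over 20% cell loss; inconclusive = no rule given, readout overlaps actives, possibly toxicity-flagged; inactive = the rest, including those meeting only one limit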;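 note: in these data hits start at about 27%; measured in HUVEC primary endothelial cells; signal is the percent of cells scored E-selectin positive by PE staining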
Target sequence (P16581 whole entry, looked up): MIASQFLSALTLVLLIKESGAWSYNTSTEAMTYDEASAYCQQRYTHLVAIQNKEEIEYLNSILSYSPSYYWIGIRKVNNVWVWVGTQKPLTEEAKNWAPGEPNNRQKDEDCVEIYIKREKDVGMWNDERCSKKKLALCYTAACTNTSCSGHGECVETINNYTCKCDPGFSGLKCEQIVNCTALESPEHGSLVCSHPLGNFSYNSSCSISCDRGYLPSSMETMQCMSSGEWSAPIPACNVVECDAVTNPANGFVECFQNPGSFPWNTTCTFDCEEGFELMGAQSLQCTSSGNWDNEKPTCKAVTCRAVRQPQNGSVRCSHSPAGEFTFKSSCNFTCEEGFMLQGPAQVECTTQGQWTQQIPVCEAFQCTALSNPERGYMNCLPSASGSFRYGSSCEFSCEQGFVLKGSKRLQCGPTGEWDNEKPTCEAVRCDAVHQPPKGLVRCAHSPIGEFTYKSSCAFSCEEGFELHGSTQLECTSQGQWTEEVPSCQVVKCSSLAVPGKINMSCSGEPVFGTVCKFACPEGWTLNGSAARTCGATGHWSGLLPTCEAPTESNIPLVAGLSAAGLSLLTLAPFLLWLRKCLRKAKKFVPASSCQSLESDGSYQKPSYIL
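Assay system: HUVEC primary endothelial cells. Input: 3,000 HUVEC seeded per well. Doses: one compound dose added by pin transfer. Read-out basis: % PE-positive cells. Benchmarks: TNF-alpha high, DMSO low. Detection: immunofluorescence imaging. Buffer or medium: EGM-2, gelatin.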
Xi reactivation – X-chromosome reactivation activator; activation, % at 7.58 µM; hit rate 0.055% among 360,000; XiGFP mouse fibroblasts, % GFP-positive cells imaging, 3 d; cells co-treated with 5-aza-dC sensitizer; scaled so ellipticine positive control = 100%;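 active = mean normalized replicate activation at least 10% and every replicate at or above 10%; inconclusive = only one of the two criteria met; inactive = mean below 10% and not all replicates reach 10%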;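 note: 0% = median of on-plate neutral control wells and 100% = ellipticine 6 µM median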
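System: XiGFP fibroblasts, SV40-immortalized. Medium: DMEM plus 5-aza-dC sensitizer. Doses: single point. Timing: 3 d treatment, 15 min room-temperature fixation. Control set: ellipticine 6 µM.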
S100A4 inh HTS – inhibitors of human S100A4 binding to myosin IIA peptide | AID 652163 | inhibition, % at 10.7 µM | S100A4/TAMRA-MyoIIA peptide fluorescence polarization | hit rate 0.14% among 360,000 | P26447;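 active = mean inhibition of at least 70% across replicates, with every replicate also reaching that level; inconclusive = mean inhibition reaches 70% but some replicates fall short; inactive = mean inhibition below 70%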
Target sequence (P26447 whole entry, looked up): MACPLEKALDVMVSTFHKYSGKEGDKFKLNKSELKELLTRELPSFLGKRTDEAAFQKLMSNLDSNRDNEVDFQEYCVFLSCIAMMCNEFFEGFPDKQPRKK
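Test system: S100A4 monomer protein. Medium: HEPES buffer with Ca2+, pH 7.2. Reagent: fluorescent myosin IIA peptide, 5 nM. Compound dosing: single-point compound testing. Timing: 5 min between mix addition and reading. Benchmarks: DMSO neutral and TFP positive wells.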
* = called active by the depositor; ? = inconclusive; · = not tested or not shown.

cpd	Compound	RAD52 anneal inh	RAD54 branch	esBAF inh	ERAP1 inh	ERp5 inh	E-sel inducer	Xi reactivation	S100A4 inh HTS
1	Cn1c(N)c(C(=O)COC(=O)c2cc3ccccc3cc2O)c(=O)n(C)c1=O	-20	-9	9	0	6	0.0	0.2	0
2	CCc1cccc(CC)c1NC(=S)NCc1nc2ccccc2[nH]1	6	·	·	-5	1	0.0	0.0	0
3	Cc1cc(Br)c(OCc2ccc(C(=O)N/N=C3\CC(=O)CC(C)(C)C3)cc2)c(Br)c1	-16	·	·	-2	-6	·	-0.1	4
4	COCCCN(Cc1cc(OC)c(OC)c(OC)c1)C(=S)Nc1cccc(SC)c1	5	-7	-7	-4	-4	-0.3	-0.1	-1
5	Cc1ccc(C(NC(=O)C2CCN(CCCOc3ccccc3)CC2)c2ccccn2)cc1 (configuration not stated)	-10	-12	-7	-7	3	-0.2	0.1	-8
6	CC1CN(C(=O)CCC(=O)NCCCN2CCC(Cc3ccccc3)CC2)c2cc(Cl)ccc2O1 (configuration not stated)	14	16	-4	-2	-11	·	0.1	-20
7	C[C@H]1CN([C@@H](C)CO)C(=O)Cc2cc(NC(=O)Nc3ccc(F)cc3)ccc2O[C@H]1CN(C)Cc1ccc(C(F)(F)F)cc1	-1	·	4	0	-8	18	-1.1	-43
8	CSCCNC(=O)C1(C)CCN1C(=O)c1ccc(C(C)(C)C)cc1 (configuration not stated)	6	4	4	0	5	1.2	0.0	-2
9	N#C[C@H]1[C@H](c2ccc(C3=CCCCC3)cc2)[C@H](CO)N1C(=O)NC1CCCCC1	-19	-19	8	-1	2	-0.2	0.1	-13
10	O=C(N/N=C\c1cc2c(cc1Cl)OCO2)c1cccnc1	-14	-8	10	-4	-3	-0.2	0.3	-10
11	CC(C)Cc1nnc(NC(=O)CCC(=O)Nc2ccc3cn[nH]c3c2)s1	-14	-2	·	4	-3	0.3	0.7	-8
12	CC1CN(S(=O)(=O)c2cc(C(=O)NCCCN3CCCC3=O)ccc2Cl)CC(C)O1 (configuration not stated)	-18	4	-9	-1	4	-0.7	0.2	-6
13	C[C@@H]1CN([C@@H](C)CO)C(=O)c2cccc(NS(=O)(=O)c3cccs3)c2O[C@@H]1CN(C)S(=O)(=O)c1ccc(Cl)cc1	-269	-18	4	1	8	-0.6	-0.9	-8
14	O=C(NCc1ccccc1CN1CCCCC1)c1ccccc1N1CCCC1=O	-2	-3	0	8	-1	1.8	0.0	0
15	Cc1sc(NC(=O)c2ccco2)c(C(c2ccccc2)N2CCC(C)CC2)c1C (configuration not stated)	-2	·	·	0	1	-3.4	-0.1	2
16	CCCCCCn1nc(C(=O)OCC(=O)c2c(N)n(C)c(=O)n(C)c2=O)c2ccccc2c1=O	-2	-6	10	-4	-9	0.2	0.0	-1
17	CCOC(=O)c1csc(NC(=O)CC2CCCC2)n1	-9	·	·	0	3	1.0	0.0	4
18	COc1ccc(S(=O)(=O)Nc2ccc(-n3cnnn3)cc2)cc1Br	-10	0	-3	-1	8	0.1	0.0	-3
19	O=C(NC1CC1)c1cccc(NC(=O)c2cnn(-c3ccccc3)n2)c1	-16	-1	8	1	3	-0.3	0.0	2
20	C[C@H](NC(=O)C[C@@H]1CC[C@H]2[C@@H](COc3ccc(NS(=O)(=O)c4ccc(Cl)cc4)cc3C(=O)N2C)O1)c1ccccc1	17	11	2	-3	-1	-0.2	0.0	0
21	CCN1CCN(C(=S)Nc2ccc3nc4n(c(=O)c3c2)CCCCC4)CC1	2	·	·	3	-2	0.1	0.2	-55
22	O=C(O)CC(NC(=O)C1CCCCC1)c1ccc(OC2CCCC2)cc1 (configuration not stated)	-28	5	-4	-4	-3	-2.8	0.0	-5
23	Cn1nccc1C(=O)OCC(=O)Nc1ccc(S(N)(=O)=O)cc1	-6	-13	-1	-2	5	·	0.1	1
24	C[C@@H]1CN([C@@H](C)CO)C(=O)c2cccc(NC(=O)C3CCOCC3)c2O[C@@H]1CN(C)CC1CCCCC1	1	5	1	-3	-2	3.0	-0.3	16
25	Cc1cccc(N(C)c2cc(-c3ccc(F)cc3)nc3ccnn23)c1	3	3	2	3	-2	4.1	0.1	15
26	COc1ccccc1C/C(N)=N/OC(=O)COc1ccc(C)cc1	-19	·	·	-2	?	0.1	-0.1	-3
27	NC(=O)c1cc(S(=O)(=O)N2CCCCC2)cs1	-5	-5	-1	-3	2	·	0.0	2
28	CC1(C)N([O-])c2cc([N+](=O)[O-])ccc2[N+]1=O	11	·	·	1	6	-0.2	0.0	-5
29	O=C(C1=C[C@H](c2coc3ccccc3c2=O)C[C@H](OCc2ccc(CO)cc2)O1)N1CCCCCCC1	-60	6	·	5	0	·	·	14
30	CCCCCCCNc1cccc(C)c1	6	·	2	9	-1	2.7	0.3	0
31	COc1ccc(CNC(=O)CN(c2ccc(C(C)=O)cc2)S(=O)(=O)c2ccc(C)cc2)cc1OC	-9	9	-1	0	-5	-0.2	0.1	9
32	O=C(c1cccc(N2C(=O)c3ccccc3C2=O)c1)N1CCCCCC1	-17	·	·	1	-5	1.1	-0.2	4
33	COc1ccc(OCC(=O)NCCS(=O)(=O)N2CCN(c3ccc(F)cc3)CC2)cc1	-7	5	-6	-1	·	0.2	0.1	-1
34	CC(C)N(Cc1cnn(C)c1)Cc1nc(-c2ccc(Cl)cc2)no1	-17	0	-2	-3	0	3.7	0.1	-6
35	Cc1cc(C)cc(NC(N)=S)c1	-13	·	-8	0	2	-1.0	1.4	5
36	C[C@@H]1CN([C@H](C)CO)S(=O)(=O)c2ccc(-c3ccc(C(=O)N(C)C)cc3)cc2O[C@H]1CN(C)Cc1ccccc1C(=O)O	-4	8	3	-3	-1	-0.1	-0.5	9
37	COc1ccc(CCC(C)NCc2ccc(F)cc2)cc1 (configuration not stated)	-1	0	-3	1	4	·	0.2	-3
38	CCN(CCN(C)C)C(=O)C1CCN(S(=O)(=O)c2c(C)noc2/C=C/c2ccccc2F)CC1	33	27	-5	-6	1	·	0.2	-4
39	CCc1ccc2[nH]c(C(=O)Nc3ccc4c(c3)OCO4)cc2c1	-12	·	·	-4	2	25	0.4	-2
40	CCC(=O)Nc1ccc2c(c1)OC[C@H](C)N(Cc1ccncc1)C[C@@H](C)[C@H](OC)CN(C)C2=O	12	·	·	5	-6	-0.2	0.4	-120
41	OC[C@@H]1CN(Cc2ccc(F)cc2)C[C@H](n2cnc3c(Nc4ccccc4)ncnc32)O1	-120	-5	-3	2	5	-0.1	0.2	-1
42	CCN(CC)S(=O)(=O)c1ccc(N/N=C/c2ccc(O)cc2)nc1	-6	·	·	0	-1	·	0.0	-1
43	CC(C(=O)Nc1ccccc1Br)c1ccc([N+](=O)[O-])cc1 (configuration not stated)	-9	-4	-7	-6	-9	5.0	0.3	6
44	O=c1[nH]c(/C=C/c2ccc(Br)cc2)nc2ccccc12	-12	-14	-2	-4	1	-0.4	0.1	-3
45	O=C(Nc1ccc2c(c1)OCO2)N1CCN(c2ccccc2)CC1	-10	-5	15	0	-1	-0.1	0.0	-5
46	O=C(CCNC(=O)c1ccc(Br)cc1)NCCCN1CCCC1=O	-7	11	-2	0	1	1.2	0.0	4
47	COc1ccccc1Cc1c(-c2ccc(C)cc2)nc2c3ccccc3ccn12	-19	·	·	·	2	-1.5	0.0	-2
48	O=C(NCCC1=CCCCC1)C(=O)NCC(c1ccco1)N1CCN(c2ccccc2F)CC1 (configuration not stated)	2	1	6	4	6	·	0.1	-7
49	COC(=O)c1ccc(NS(=O)(=O)NC(=O)c2cn(C)c3ccccc23)cc1	-14	8	2	1	5	·	0.1	-4
50	COc1ccc(-c2csc(NC(=S)NC(=O)c3cccs3)n2)cc1Br	1	0	·	-1	-1	0.8	0.0	-2

2 entries picked at random from those above:
cpd	Compound	RAD52 anneal inh	RAD54 branch	esBAF inh	ERAP1 inh	ERp5 inh	E-sel inducer	Xi reactivation	S100A4 inh HTS
46	O=C(CCNC(=O)c1ccc(Br)cc1)NCCCN1CCCC1=O	-7	11	-2	0	1	1.2	0.0	4
39	CCc1ccc2[nH]c(C(=O)Nc3ccc4c(c3)OCO4)cc2c1	-12	·	·	-4	2	25	0.4	-2

New compounds follow
cpd	Compound	RAD52 anneal inh	RAD54 branch	esBAF inh	ERAP1 inh	ERp5 inh	E-sel inducer	Xi reactivation	S100A4 inh HTS
51	COc1cccc(NC(=O)Nc2ccc3nsnc3c2)c1	-1	0	35	-7	-2	·	·	-5
52	O=C(CC1Oc2ccccc2NC1=O)NCc1ccccc1 (configuration not stated)	-17	-2	-6	-1	4	·	-0.2	0
53	CN(Cc1ccccc1)S(=O)(=O)c1ccc(Cl)c(C(=O)N2CCOCC2)c1	0	2	-4	-2	-1	4.1	0.1	-1
54	COc1ccccc1CCNC(=O)c1ccc(C)o1	-13	·	·	2	-2	·	·	-3
55	COc1ccc(C(C)=O)cc1CC1(C)C(=O)Nc2ccc(-c3cccc(C(F)(F)F)c3)cc21 (configuration not stated)	-14	-9	6	0	3	-3.1	0.4	1
56	O=C(COc1ccc(S(=O)(=O)N2CCOCC2)cc1)NCc1ccccc1	-1	-1	-1	-1	2	-1.0	0.2	0
57	Cc1ccc(NC(=O)CCS(=O)(=O)c2ccc3c(c2)NC(=O)C(C)S3)nc1 (configuration not stated)	-33	-6	-1	0	3	·	0.0	-4
58	CSCC[C@H](NC(=O)C1CCN(S(=O)(=O)c2ccc(C)cc2C)CC1)c1nc2ccccc2[nH]1	-12	-4	-4	-5	-9	1.0	0.0	-4
59	COc1ccc(C(c2oc(CO)cc(=O)c2O)c2oc(CO)cc(=O)c2O)cc1OC	-3	-4	·	3	0	-0.1	0.1	3
60	N#C/C=C(/c1ccc(F)cc1)N1CCOCC1	-20	·	·	-3	-4	·	0.4	-21
61	CC1(C(=O)NS(=O)(=O)c2ccc(F)cc2F)CCN1C(=O)CC1CC1 (configuration not stated)	-15	9	4	5	-4	-0.1	0.0	-2
62	CC(C)NC(=O)N(C)C[C@H]1Oc2ccc(NC(=O)Nc3ccc(F)cc3)cc2CC(=O)N([C@@H](C)CO)C[C@H]1C	-3	-1	1	0	7	0.0	-0.9	-3
63	CN1CCN(C(=O)/C(=C/c2cccs2)NC(=O)c2ccco2)CC1	-3	·	·	-5	5	·	0.2	0

In the list so far, these have an NH in an aromatic ring.
cpd	Compound	RAD52 anneal inh	RAD54 branch	esBAF inh	ERAP1 inh	ERp5 inh	E-sel inducer	Xi reactivation	S100A4 inh HTS
2	CCc1cccc(CC)c1NC(=S)NCc1nc2ccccc2[nH]1	6	·	·	-5	1	0.0	0.0	0
11	CC(C)Cc1nnc(NC(=O)CCC(=O)Nc2ccc3cn[nH]c3c2)s1	-14	-2	·	4	-3	0.3	0.7	-8
39	CCc1ccc2[nH]c(C(=O)Nc3ccc4c(c3)OCO4)cc2c1	-12	·	·	-4	2	25	0.4	-2
44	O=c1[nH]c(/C=C/c2ccc(Br)cc2)nc2ccccc12	-12	-14	-2	-4	1	-0.4	0.1	-3
58	CSCC[C@H](NC(=O)C1CCN(S(=O)(=O)c2ccc(C)cc2C)CC1)c1nc2ccccc2[nH]1	-12	-4	-4	-5	-9	1.0	0.0	-4
